Assay outcomes: PubChem, National Center for Advancing Translational Sciences (NCATS)
GAA glycogen mod – inhibitors or activators of human alpha-glucosidase glycogen cleavage | recombinant GAA, glycogen substrate, Amplex Red glucose oxidase fluorescence | Potency, µM (highest dose often 76.4 µM), inactives show at the top dose activity change, negative = inhibition, usual class: inhibitors | hit rate 0.38% among 300,000 | AID 2100; active = well fitted inhibition curve with a large enough effect;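 also: 0% = full enzyme reaction and -100% = no-enzyme basal signal; the screen sought inhibitors and activators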
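Natural-substrate format: glycogen cleavage by 4 nM human enzyme, glucose read by Amplex Red coupling (Ex 573, Em 610 nm). Normalized to enzyme and no-enzyme controls.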
Numbers without * were called inactive; & = joins results of further samples; [ ] = another dose, or the depositor's remark. Potency is read from the fitted curve at half-maximal effect.

SMILES | GAA glycogen mod
CN(C)c1ccc(CNC(=O)C2CCCN(S(=O)(=O)c3ccc4c(c3)oc(=O)n4C)C2)cc1 (stereo not given) | -26%[76.3 µM]
COc1c(C(=O)Nc2nccs2)ccc2ccccc12 | 2%
O=C(NCC1CCCCC1)c1cccc(Br)c1 | 7%
Cc1ccccc1NC(=O)c1ccc2nccnc2c1 | 1%
Cn1c(=O)n(C)c2cc(N3CCCCC3)c(NC(=O)c3ccc(C(C)(C)C)cc3)cc21 | -2%[76.3 µM]
Fc1ccc(CNc2nc3ccc(Cl)cc3n3nnnc23)cc1 | 11%[76.3 µM]
CC(=O)c1ccc(S(=O)(=O)N(CCCO)Cc2cc3cc4c(cc3[nH]c2=O)OCCO4)cc1 | -5%
CC1CCN(C(=O)c2ccc3c(c2)N(Cc2ccccc2F)C(=O)c2ccccc2S3(=O)=O)CC1 | -26%[76.3 µM]
O=C1NC(=S)N/C1=C/c1ccc2ccccc2c1 | -13%[76.3 µM]
O=C(NCc1ccccc1)/C(=C\c1ccc(O)cc1)NC(=O)c1ccco1 | 2%[76.3 µM]
Cc1ccc2oc(=O)n(Cc3ccccc3Cl)c2c1 | -8%[76.3 µM]
Cn1c(=O)c2c([nH]c(=O)n2Cc2ccc(Cl)cc2Cl)n(C)c1=O | 15%[76.3 µM]
CC(NC(=O)Cn1cccc1)c1ccccc1 (stereo not given) | -16%
Cc1onc(-c2ccccc2Cl)c1C(=O)N(C)Cc1ccccc1 | 0%
Cc1ccc(-c2csc(NC(=O)c3ccc(Br)cc3)c2C(=O)O)cc1 | 0%
COc1ccc(-c2cc(C(=O)NCC(c3ccccc3)N(C)C)c3ccccc3n2)cc1OC (stereo not given) | -4%
COc1cccc(C(=O)N2CCC(n3nccc3NC(=O)C3CCOC3)CC2)c1 (stereo not given) | 5%[76.3 µM]
CCC(C(=O)Nc1cccc(C#N)c1)n1c(=O)c(-c2ccccc2NC(C)=O)nc2ccccc21 (stereo not given) | -19%[76.3 µM]
COc1ccc(C(CCNCc2ccc(OC(C)C)cc2)c2ccccc2OC)cc1 (stereo not given) | 0%
Cc1ccc(CNC(=O)CCCCCn2c(=O)c3sccc3n(CC(=O)Nc3c(C)cc(C)cc3C)c2=O)cc1 | 13%[76.3 µM]
O=C(NC1CC2CCCC(C1)N2C(=O)Nc1ccccc1F)C1CC1 (stereo not given) | 3%[76.3 µM]
CCOC(=O)Cc1ccc(NC(=O)NCc2c(-n3cccc3)sc3c2CCCC3)cc1 | -29%[76.3 µM]
CCOC(=O)CN(C(=O)c1snc(C(N)=O)c1N)C(C(=O)NC1CCCCC1)c1ccc(F)cc1 (stereo not given) | -9%[76.3 µM]
Cc1ccc(-c2c(C(=O)NCCc3ccccc3)oc(=O)c3ccccc23)cc1 | -26%[76.3 µM]
Cc1c(C=O)c2ccccn2c1C(=O)c1ccc(F)cc1 | 0%
(cont.)
SMILES | GAA glycogen mod
COc1ccc(NC(=O)NNS(=O)(=O)c2ccc(OC)c(OC)c2)c(OC)c1 | 2%[76.3 µM]
COc1cccc(CNC(=O)c2cccc(NC(=O)C3=C(C)OCCS3)c2)c1 | -11%[76.3 µM]
CCCNC(=O)c1ccccc1N1CCN(CCCCN2C(=O)C3CCCCN3C2=O)CC1 (stereo not given) | 11%[76.3 µM]
CC(C)c1c(C(=O)N/N=C/c2ccoc2)nnn1-c1nonc1N | -14%[76.3 µM]
COC(=O)CSc1cccc2c1C(=O)CC2c1ccccc1 (stereo not given) | 2%
OCCNc1nc(NCc2ccccc2)c2ccccc2n1 | -3%[76.3 µM]
COc1cc(C2c3c(-c4cc(C)ccc4O)n[nH]c3C(=O)N2Cc2ccco2)cc(OC)c1OC (stereo not given) | 7%[76.3 µM]
CCn1cc(S(=O)(=O)NCc2ccc(OC)cc2)cn1 | 0%[76.3 µM]
COC(=O)c1cc2occc2n1Cc1nc(-c2ccc(C)cc2)oc1C | -12%[76.3 µM]
Cc1nn(C)cc1CN1CCC(n2nccc2NC(=O)CCCc2ccccc2)CC1 | 0%[76.3 µM]
COc1cc(Nc2nc3ccc(Cl)cc3n3cnnc23)cc(OC)c1OC | 0%
COc1ccc(C2C=C(c3ccc(Cl)cc3)Nc3nc(-c4ccc(Cl)cc4)nn32)cc1 (stereo not given) | -10%[76.3 µM]
CC(C)(C)c1ccc(-n2ncc3c2CCCC3NC(=O)CCN2CCCC2=O)cc1 (stereo not given) | -4%[76.3 µM]
CCc1ccccc1NC(=O)c1noc2c1CC(C(C)(C)C)CC2 (stereo not given) | 6%[76.3 µM]
Cc1ccc(CNC(=O)NCc2noc3ccc(C)cc23)cc1 | 7%[76.3 µM]
COCCCNC(=O)c1c(NC(=O)Cc2coc3c(C)c(C)ccc23)sc2c1CCCC2 | 9%[76.3 µM]
CCNC(=O)CC1C(=O)N(c2ccc(C)cc2)C(=O)N1CCOC (stereo not given) | -1%
COC(=O)CCC(=O)N1CCCC(C(=O)c2ccc(Cl)cc2C)C1 (stereo not given) | 1%[76.3 µM]
CN(c1ccccc1)c1nc(N)c([N+](=O)[O-])c(Nc2cccc(F)c2)n1 | 0%
Cc1ccc2[nH]c(C(=O)N/N=C/c3ccccc3O)c(C)c2c1 | -6%
CC(Oc1ccccc1)C(=O)N=C1SC2CS(=O)(=O)CC2N1c1ccc(F)cc1 (stereo not given) | 0%[76.3 µM]
O=C(NC1CCSc2ccccc21)c1ccc(Cl)c(S(=O)(=O)N2CCOCC2)c1 (stereo not given) | -11%[76.3 µM]
Cc1ccc(NC(=O)c2cccc(NC3=NC4CS(=O)(=O)CC4S3)c2)cc1 (stereo not given) | 11%[76.3 µM]
COc1ccc(C2C(C(N)=O)=C(C)Nc3nc(CCCO)nn32)cc1OC (stereo not given) | -8%
Cc1cc(C(=O)Nc2ccccc2Cl)n(-c2ccccc2)n1 | 0%
Further results follow.
SMILES | GAA glycogen mod
COc1ccc(OC)c(/C=C/C(=O)c2ccc3c(c2)OCCO3)c1 | -12%[76.3 µM]
Cc1ccc(N2CCN(C(=O)c3cn(C)c4ccc(S(=O)(=O)N5CCCC5)cc4c3=O)CC2C)cc1 (stereo not given) | -9%[76.3 µM]
CN(C)C(=O)c1ccc(=O)n(Cc2ccc(Cl)cc2Cl)c1 | -6%
CCCN(C(=O)Cn1cnc2sc(C)c(S(=O)(=O)N3CCN(c4ncccn4)CC3)c2c1=O)c1cccc(C)c1 | -4%[76.3 µM]
COC(=O)Cn1c(=O)c2c(nc3n2CCCN3CCc2ccccc2)n(C)c1=O | 1%
COc1ccccc1N1CCN(C(=O)c2cc(C)on2)CC1 | -20%
Cc1ccc(-c2ccc(=O)n(CCC(=O)N3CCN(Cc4ccccc4)CC3)n2)cc1 | -3%
CCCC(=O)Nc1nn(CC(C)C)c2nc3cc(C)ccc3cc12 | 4%
CCc1nn(CC(=O)NCCCOC)c(=O)c2cc3ccccc3n12 | 15%[76.3 µM]
Cc1ccc(Cn2c(CN3CCN(c4cccc(Cl)c4)CC3)nc3c2c(=O)n(C)c(=O)n3C)cc1 | -14%[76.3 µM]
CCCCc1c(C)[nH]c2nc3ccccc3n2c1=O | 0%[76.3 µM]
COc1ccccc1CC(=O)Nc1ccc2nc(N3CCC(C)CC3)cc(C)c2c1 | 18%[76.3 µM]
Cc1ccc(COc2ccc3c(c2)OCO3)cc1 | -11%[76.3 µM]
O=C1NC(Cc2c[nH]c3ccccc23)C(=O)N1Cc1ccccc1 (stereo not given) | -3%[76.3 µM]
C=Cc1ccc(Cn2c(C)c(CNCc3ccc(SC)cc3)c(C(=O)O)c2C)cc1 | 18%[76.3 µM]
CCOc1ccccc1NC(=O)c1c(NC(=O)c2ccccc2C)sc2c1CCC(C)C2 (stereo not given) | -10%[76.3 µM]
CCCCN(C)CCNC(=O)c1cc2c(=O)[nH]c3ccccc3c2n1C | -4%
COc1ccc(Cc2nc3ccc(C(=O)N(C)CCc4cnn(C)c4)cc3o2)cc1OC | 0%[76.3 µM]
COc1ccc(S(=O)(=O)Cc2ccc(C(=O)NCc3ccccc3OC)o2)cc1 | 14%[76.3 µM]
O=C(CN1C(=O)COc2ccccc21)NCCN1CCCC1 | -4%[76.3 µM]
COC(=O)c1cc(S(=O)(=O)NCc2ccccc2Cl)c[nH]1 | 6%[76.3 µM]
Nc1nc(-c2ccc3c(c2)OCCO3)c(CC(=O)O)s1 | -3%[76.3 µM]
CSc1ccc(CNCc2ccco2)cc1 | -8%[76.3 µM]
CC(NC(=O)CCCC1CCCCC1)c1ccc(S(N)(=O)=O)cc1 (stereo not given) | -25%
O=C(Nc1cccc([N+](=O)[O-])c1)c1ccc2snnc2c1 | -2%[76.3 µM]

3 compounds drawn at random from those above, as already listed:
SMILES | GAA glycogen mod
OCCNc1nc(NCc2ccccc2)c2ccccc2n1 | -3%[76.3 µM]
COc1ccccc1CC(=O)Nc1ccc2nc(N3CCC(C)CC3)cc(C)c2c1 | 18%[76.3 µM]
COc1ccc(C2C=C(c3ccc(Cl)cc3)Nc3nc(-c4ccc(Cl)cc4)nn32)cc1 (stereo not given) | -10%[76.3 µM]

Later entries
SMILES | GAA glycogen mod
Cc1cc(C)cc(NC(=O)CSc2nnnn2-c2cccnc2)c1 | 4%[76.3 µM]
O=C1S/C(=C\c2cccs2)C(=O)N1c1ccc(O)cc1 | -1%
O=C(CSc1nc2cc(C(=O)O)ccc2c(=O)n1-c1ccc(F)cc1)Nc1ccc(F)c(F)c1F | 4%
COc1ccc(C2=Nc3ccc(C)cc3NC(c3ccc(Cl)cc3)=N2)cc1 | 16%[76.3 µM]
COc1ccccc1CCNC(=O)CNC(=O)c1ccc2ccccc2c1 | 8%
Cc1oc(-c2ccc(Cl)cc2)nc1CS(=O)CC(=O)NCc1ccc2c(c1)OCO2 (stereo not given) | -14%[76.3 µM]
CCn1c(=O)c2c(nc(SCC(=O)Nc3ccccc3)n2C)n(C)c1=O | -6%
CC1CN(C(=O)CCS(=O)(=O)c2ccccc2)CC(C)O1 (stereo not given) | 1%
COc1cccc(CNC(=O)CN2C(=O)COc3ccc(S(=O)(=O)N4CCCCCC4)cc32)c1 | 0%&15%[76.3 µM]
Cc1cc(C)c(Cn2c(=O)n(Cc3ccccc3)c(=O)c3c(C)c(C)sc32)c(C)c1 | -6%[76.3 µM]
C/C(=N\NC(=S)NCCc1ccccc1)c1ccc(O)cc1O | -2%
Cc1cccc(S(=O)(=O)N2CCCc3ccccc32)c1 | -6%
CC(C)C[C@H](NC(=O)c1cc2cc(Cl)ccc2n1C)C(=O)N1CCC(C(=O)O)CC1 | 0%
Cc1ccc2c(c1)N(CC(=O)N1CCCCC1)C(=O)CO2 | -3%
COc1ccc(C(=O)N2CCN(C)C(=O)[C@@H]2C)cc1OC1CCN(C(C)C)CC1 | -4%[76.3 µM]
O=C(O)C1C2CCC(CC2)C1C(=O)N1CCN(Cc2ccc(F)cc2)CC1 (stereo not given) | -5%[76.3 µM]
O=C(N/C(=C/c1cccnc1)C(=O)N1CCCCCC1)c1ccccc1 | -10%
COc1ccc(C(=O)N2CCN(C)C(C)C2)cc1OC1CCN(C(C)=O)CC1 (stereo not given) | -5%[76.3 µM]
CC(C)CC(=O)Nc1c2c(nn1-c1cccc(Cl)c1)CS(=O)(=O)C2 | -10%
COc1cccc(CNC(=O)CCC(=O)N2CC(C)Sc3ccccc32)c1 (stereo not given) | 20%[76.3 µM]
COc1cc(/C=N\NC(=O)c2ccc(-c3ccccc3)cc2)cc(Br)c1O | -1%[76.3 µM]
CCOc1ccc(Nc2c(S(=O)(=O)c3ccc(C)cc3)cnc3cc(OC)c(OC)cc23)cc1 | -21%[76.3 µM]
Cn1c(=O)c(C(=O)NNC(=O)c2ccccc2F)c(O)c2ccccc21 | -10%
CCOC(=O)CC(NC(=O)Cn1nnc(-c2ccc(C(F)(F)F)cc2)n1)c1ccc(OC)cc1 (stereo not given) | -2%[76.3 µM]
COc1ccc2nc(NC(=O)CS(=O)(=O)c3ccc(C)cc3)sc2c1 | -4%[76.3 µM]
CC(=O)Nc1ccc(NC(=O)CCCn2nc(C)c3sc4ccccc4c3c2=O)cc1 | 14%[76.3 µM]
COc1ccc2c(Sc3ccccc3)c(C(=O)NCCN(C)C)[nH]c2c1 | -13%[76.3 µM]
O=C(c1cc(-c2ccccc2)on1)N1CCCCCC1 | -1%[76.3 µM]
COc1cc(NS(=O)(=O)c2ccc(NC(=O)c3ccc(Cl)cc3Cl)cc2)nc(OC)n1 | -14%[76.3 µM]
CSc1ncc(C(=O)Nc2cccnc2)c(C(F)(F)F)n1 | -6%

In the list so far, these contain fluorine:
SMILES | GAA glycogen mod
Fc1ccc(CNc2nc3ccc(Cl)cc3n3nnnc23)cc1 | 11%[76.3 µM]
CC1CCN(C(=O)c2ccc3c(c2)N(Cc2ccccc2F)C(=O)c2ccccc2S3(=O)=O)CC1 | -26%[76.3 µM]
O=C(NC1CC2CCCC(C1)N2C(=O)Nc1ccccc1F)C1CC1 (stereo not given) | 3%[76.3 µM]
CCOC(=O)CN(C(=O)c1snc(C(N)=O)c1N)C(C(=O)NC1CCCCC1)c1ccc(F)cc1 (stereo not given) | -9%[76.3 µM]
Cc1c(C=O)c2ccccn2c1C(=O)c1ccc(F)cc1 | 0%
CN(c1ccccc1)c1nc(N)c([N+](=O)[O-])c(Nc2cccc(F)c2)n1 | 0%
CC(Oc1ccccc1)C(=O)N=C1SC2CS(=O)(=O)CC2N1c1ccc(F)cc1 (stereo not given) | 0%[76.3 µM]
O=C(CSc1nc2cc(C(=O)O)ccc2c(=O)n1-c1ccc(F)cc1)Nc1ccc(F)c(F)c1F | 4%
O=C(O)C1C2CCC(CC2)C1C(=O)N1CCN(Cc2ccc(F)cc2)CC1 (stereo not given) | -5%[76.3 µM]
Cn1c(=O)c(C(=O)NNC(=O)c2ccccc2F)c(O)c2ccccc21 | -10%
CCOC(=O)CC(NC(=O)Cn1nnc(-c2ccc(C(F)(F)F)cc2)n1)c1ccc(OC)cc1 (stereo not given) | -2%[76.3 µM]
CSc1ncc(C(=O)Nc2cccnc2)c(C(F)(F)F)n1 | -6%

This is a subset; the hit share may differ from the screen's.
